S100A4 MyoIIA – inhibitors of human S100A4 binding to myosin IIA peptide | P26447 | S100A4/TAMRA-MyoIIA peptide fluorescence polarization | inhibition, % at 10.7 µM | hit rate 0.14% among 360,000;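 active = mean inhibition of at least 70% across replicates, with every replicate also reaching that level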
Target sequence (P26447 whole entry, looked up): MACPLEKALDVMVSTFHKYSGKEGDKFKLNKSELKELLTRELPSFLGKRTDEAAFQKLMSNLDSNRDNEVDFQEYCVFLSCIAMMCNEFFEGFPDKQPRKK
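Assay system: human S100A4 monomer with TAMRA-labelled myosin IIA peptide / Buffer or medium: Calcium-containing HEPES buffer, pH 7.2 / Reagent: TAMRA-labelled myosin IIA heavy-chain peptide probe, 5 nM / Compound: one dose per compound / Timing: polarization read 5 min after assay mix addition, stable 5–60 min / Benchmarks: neutral control DMSO, positive control TFP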
E-selectin induc – induces E-selectin expression in human endothelial cells. P16581. hit rate 0.37% among 260,000. activation, % at 7.58 µM. HUVEC E-selectin immunofluorescence imaging; normalized: neutral wells 0, TNF-alpha wells 100;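 active = mean E-selectin-positive cell signal at least 10% of the positive control, reached in at least 60% of replicates, without over 20% cell loss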;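 note: in these data hits start at about 27%; measured in HUVEC primary endothelial cells; signal is the percent of cells scored E-selectin positive by PE staining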
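Test system: HUVEC | Signal: Immunofluorescence imaging | Read-out: Percent E-selectin-positive cells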
RAD52 anneal inh – blocks human RAD52 DNA annealing | P43351 | recombinant RAD52 DNA annealing, FRET fluorescence | inhibition, % at 18.7 µM | hit rate 0.46% among 360,000;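 active = every replicate showing at least 50% inhibition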
Target sequence (P43351 whole entry, looked up): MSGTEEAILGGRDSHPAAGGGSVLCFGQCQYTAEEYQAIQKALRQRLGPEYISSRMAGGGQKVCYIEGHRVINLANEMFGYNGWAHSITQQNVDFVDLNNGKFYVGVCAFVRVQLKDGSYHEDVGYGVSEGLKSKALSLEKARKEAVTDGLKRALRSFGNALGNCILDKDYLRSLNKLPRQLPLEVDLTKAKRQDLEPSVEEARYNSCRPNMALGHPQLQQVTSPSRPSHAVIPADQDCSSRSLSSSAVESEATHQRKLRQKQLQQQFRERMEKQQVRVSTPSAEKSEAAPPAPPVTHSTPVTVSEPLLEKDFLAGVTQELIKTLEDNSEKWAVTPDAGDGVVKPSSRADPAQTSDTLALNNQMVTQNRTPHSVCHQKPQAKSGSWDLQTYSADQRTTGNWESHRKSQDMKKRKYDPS
EWS-Fli block – EWS/Fli transcriptional activity inhibition; A673 NR0B1-luciferase reporter, viability-normalised; inhibition, % at 12.6 µM; hit rate 0.67% among 350,000;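 active = mean inhibition of at least 50% after viability correction, with every replicate also passing that limit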;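 note: firefly luciferase signal divided by Alamar Blue viability fluorescence both relative to DMSO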
Xi reactivation – X-chromosome reactivation activator; XiGFP mouse fibroblasts, % GFP-positive cells imaging, 3 d; cells co-treated with 5-aza-dC sensitizer; scaled so ellipticine positive control = 100%; activation, % at 7.58 µM; hit rate 0.055% among 360,000; AID 743238;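 active = mean normalized replicate activation at least 10% and every replicate at or above 10%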;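 note: 0% = median of on-plate neutral control wells and 100% = ellipticine 6 µM median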
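System: 68-5-11 XiGFP fibroblast line | Buffer or medium: DMEM containing 5-aza-dC | Compound: Single point | Times: Compounds 3 days, fix/stain 15 min at room temperature | Benchmarks: Positive control ellipticine, 6 µM final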
RAD54 branch – blocks human RAD54 Holliday junction branch migration | inhibition, % at 10.4 µM | FAM/BHQ fluorescence | hit rate 0.14% among 360,000 | Q92698 | AID 602329;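 active = mean normalized replicate activity at least 40 and at least half of replicates scoring 40 or more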;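 note: 0% = median of neutral control wells and 100% = median of positive control wells; inhibitors cause a drop in the FAM fluorescence signal; in these data hits start at about 50%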
FN deposition inh – fibronectin deposition inhibition | AH1F fibroblasts, Alexa488-fibronectin deposition fluorescence, overnight | inhibition, % at 12.6 µM | hit rate 0.086% among 350,000;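 active = mean inhibition across replicates of 30% or more, regardless of how many single replicates reach that level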;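 note: positive control wells lacked labelled fibronectin entirely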
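Material: AH1F fibroblasts assembling fluorescent fibronectin matrix; amount: 10000 AH1F cells/well; medium: DMEM, 2% serum; reagent: Alexa488-fibronectin, 24 nM final in well; dosing: single compound dose, delivered by pin transfer; incubation: 1 h adhesion, overnight exposure; detection: fluorescence after three HBSS washes, excitation 485 nm, emission 525 nm; measure: fibronectin deposition inhibition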
esBAF inh – SWI/SNF esBAF complex inhibition. mouse ES cells, Bmi1-luciferase knock-in reporter, 24 h; 100% = twice the neutral-well signal. reporter increase, % at 12.5 µM. hit rate 2% among 350,000. AID 602393; in the data active = activation above about 40%;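 note: 0% = median of the plate's neutral control wells and 100% = double that signal; a rise in the Bmi1 reporter signal indicates esBAF inhibition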
* = called active by the depositor; nt = no result given.

Preview (two entries):
molecule	S100A4 MyoIIA	E-selectin induc	RAD52 anneal inh	EWS-Fli block	Xi reactivation	RAD54 branch	FN deposition inh	esBAF inh
O=C(COC(=O)Cc1c(Cl)cccc1Cl)NCC1CCCO1 (stereo unspecified)	5	-0.2	-5	3	0.0	-3	2	-1
CC(=O)N1CCN(c2nc(N)c(C#N)c(CC#N)c2C#N)CC1	0	nt	-16	0	0.5	nt	-2	nt

All compounds of this part, from the start:
molecule	S100A4 MyoIIA	E-selectin induc	RAD52 anneal inh	EWS-Fli block	Xi reactivation	RAD54 branch	FN deposition inh	esBAF inh
O=C(COC(=O)Cc1c(Cl)cccc1Cl)NCC1CCCO1 (stereo unspecified)	5	-0.2	-5	3	0.0	-3	2	-1
CC(=O)N1CCN(c2nc(N)c(C#N)c(CC#N)c2C#N)CC1	0	nt	-16	0	0.5	nt	-2	nt
COc1ccc(NC(=O)CSc2ccc(-c3sc(C)nc3C)nn2)cc1OC	1	-0.2	-4	2	0.0	6	nt	9
CCc1ccc(/C=C2\SC(=S)N(CCCC(=O)NCCCN3CCOCC3)C2=O)cc1	1	0.2	8	85*	0.0	-3	-3	-81
O=C(CSc1n[nH]c(-c2cccs2)n1)N1CCOCC1	6	0.0	-7	-8	-0.1	4	1	nt
CC(C)[C@H](NC(=O)N1CC(=O)Nc2ccccc21)C(=O)N1CCC[C@H]1C(=O)O	0	nt	-7	-9	nt	3	nt	-1
C[C@@H]1CN([C@H](C)CO)C(=O)Cc2cc(NC(=O)Cn3cnnn3)ccc2O[C@H]1CN(C)Cc1ccc(Cl)c(Cl)c1	2	0.0	11	-4	-1.0	-5	5	4
COc1ccc(OCC(=O)Nc2ccc(N3CCCCC3)cc2)cc1	0	nt	-8	7	0.4	nt	-6	nt
O=C(O)c1cc2cc(Cl)cc(Cl)c2oc1=O	-8	nt	nt	nt	nt	0	-5	-2
NC(=O)CNC(=O)c1ccc(Cl)cc1	-8	5.6	5	9	6.5	nt	3	nt
C[C@@H]1CCCCO[C@@H](CN(C)S(=O)(=O)c2cn(C)cn2)[C@@H](C)CN([C@@H](C)CO)C(=O)c2cc(NC(=O)Nc3ccccc3)ccc2O1	-1	0.3	8	-9	0.2	5	11	5
CCOc1cc(N2CCOCC2)c(OCC)cc1NC(=O)COC(=O)CCOc1ccc(C(C)(C)C)cc1	-1	0.0	-1	-2	0.0	-4	4	4
COc1ccc(NC(=O)CN(C)CC(=O)Nc2ccccc2SC)cc1	nt	-0.1	nt	nt	-0.1	1	-3	nt
O=S(=O)(/N=C(/Nc1nccs1)c1ccc(F)cc1)c1ccccc1	3	nt	-11	3	0.1	7	nt	-7
Cc1ccc2oc(C(=O)N(C)CCC(O)c3ccccc3)c(C)c2c1 (stereo unspecified)	2	-0.2	0	-25	0.0	-5	-7	4
COc1ccc(C)cc1Nc1n[n+](C)c(-c2c3ccccc3cc3ccccc23)s1	-2	-0.3	-39	-18	0.1	17	9	6
CCC(=O)N(C)C[C@H]1Oc2ncc(C#CCC(C)C)cc2C(=O)N([C@H](C)CO)C[C@@H]1C	-9	-0.4	-5	-25	0.4	-5	9	-1
Cc1ccc(C(=O)N2CCCC2)cc1S(=O)(=O)N1CCOCC1	-1	-0.3	-7	nt	0.0	-8	5	nt
Cc1ccc(NC(=O)C2CCCO2)cc1[N+](=O)[O-] (stereo unspecified)	1	nt	3	-25	0.1	1	2	nt
CC(=O)Nc1ccc(NC(=O)CSc2ccc(-c3sc(C)nc3C)nn2)cc1	1	1.0	-6	-10	-0.1	-1	nt	6
COc1ccc(C(=O)N2CC3(CC(c4cccc(NC(=O)COc5ccc(Cl)cc5)c4)=NO3)C[C@@H]2C(N)=O)cc1 (stereo partly specified)	-1	0.1	-27	-13	0.6	-2	0	10
COC(=O)C1C(c2ccccc2)C=CC(c2ccccc2)C1C(=O)O (stereo unspecified)	-6	nt	-13	9	0.1	nt	-5	nt
COc1cc(C(C)=O)ccc1OCC(=O)NCCCn1nc(C)cc1C	-1	0.1	-3	-7	0.4	-2	-3	1
Cc1nnc(C)c2c(C)n(C(c3ccccc3)c3ccccc3)c(C)c12	-82	nt	2	6	nt	-9	nt	-4
CCOc1ccc(N2CC(C(=O)Nc3ccccc3N3CCCC3)CC2=O)cc1 (stereo unspecified)	3	-0.2	-9	-4	0.0	1	-8	2
O=C1OC[C@@H]2CCCN2C(=O)[C@H](CC(=O)N(CCO)Cc2ccccc2)C/C=C\CC[C@@H]1Cc1ccc(F)cc1	1	0.3	-1	7	0.0	-9	2	2
Cc1ccc(C(=O)Nc2nc(C)c(C(=O)Nc3ccc4c(c3)CCC4)s2)cc1	-6	1.1	-33	28	1.0	-9	-1	5
COc1ccc(/C=C/CN2CCC(n3nccc3NC(=O)C3CCCC3)CC2)cc1	-3	-0.2	-6	8	0.0	3	1	0
Cc1cccc(C)c1NC(=O)NC1CC2CCC(C1)N2Cc1cccs1 (stereo unspecified)	-4	nt	-5	16	nt	6	nt	2
CC(C)C#Cc1ccc([C@@H]2[C@@H](CO)N(C(=O)CN(C)C)[C@H]2C#N)cc1	0	1.1	-34	2	-0.1	-2	-16	4

Part of the list above in order of length of the SMILES, high to low:
molecule	S100A4 MyoIIA	E-selectin induc	RAD52 anneal inh	EWS-Fli block	Xi reactivation	RAD54 branch	FN deposition inh	esBAF inh
CC(C)C#Cc1ccc([C@@H]2[C@@H](CO)N(C(=O)CN(C)C)[C@H]2C#N)cc1	0	1.1	-34	2	-0.1	-2	-16	4
COc1ccc(/C=C/CN2CCC(n3nccc3NC(=O)C3CCCC3)CC2)cc1	-3	-0.2	-6	8	0.0	3	1	0
O=S(=O)(/N=C(/Nc1nccs1)c1ccc(F)cc1)c1ccccc1	3	nt	-11	3	0.1	7	nt	-7

Next section:
molecule	S100A4 MyoIIA	E-selectin induc	RAD52 anneal inh	EWS-Fli block	Xi reactivation	RAD54 branch	FN deposition inh	esBAF inh
Cc1ccc(NC(=O)C(C)N2C(=O)c3ccccc3C2=O)cc1C (stereo unspecified)	2	nt	-9	4	0.0	8	9	-4
CCC(CC)NC(=O)COC(=O)c1ccc(OCc2ccc(C(C)=O)cc2OC)c(OC)c1	-7	0.0	-11	-8	-0.1	7	-9	nt
CN1C(=O)c2cc(NC(=O)NC3CCCC3)ccc2OC[C@H]2O[C@H](CC(=O)O)CC[C@@H]21	4	0.0	-22	5	0.1	12	-14	4
O=C(C[n+]1cccc(CNC(=O)c2ccc(OC(F)F)cc2)c1)Nc1ccccc1Cl	nt	-0.2	nt	nt	0.0	-10	-2	nt
COc1cccc(NC(=O)CN(C)C(=O)CCSc2ccc(C)cc2)c1	-2	-0.7	-1	-5	0.1	1	0	-5
COc1ccc(C2CC(c3ccc(F)cc3)=NN2c2ccccc2)cc1OC (stereo unspecified)	-6	0.0	-110	-19	-0.1	0	0	30
O=C(CP(=O)(c1ccccc1)c1ccccc1)N/N=C/c1cc(Br)cc(Br)c1O	1	nt	-5	6	0.1	nt	5	nt
CC(C)C12CN3CC(C(C)C)(CN(C1)C3(C)C)C2=O	0	-2.2	8	-5	0.0	5	0	5
COc1ccc(S(=O)(=O)Nc2cccc3c2O[C@H](CN(C)C(=O)Nc2ccc(C(F)(F)F)cc2)[C@H](C)CN([C@H](C)CO)C3=O)cc1	-3	0.6	8	-5	0.1	1	nt	-6
CC(C)C[C@H]1CNC(=S)N1C[C@H]1CCCN1C[C@H](Cc1ccc(O)cc1)N1C[C@H](Cc2ccc(O)cc2)N(CCc2ccccc2)C1=S	-5	0.4	-33	29	-0.1	1	-5	0

Next results:
Every second line gives: S100A4 MyoIIA	E-selectin induc	RAD52 anneal inh	EWS-Fli block	Xi reactivation	RAD54 branch	FN deposition inh	esBAF inh
> COc1ccccc1N1CCN(S(=O)(=O)c2cc3[nH]c(=O)c(=O)[nH]c3cc2C)CC1
→ 3	nt	-11	0	0.3	5	-12	-2
> Cc1ccc(S(=O)(=O)N[C@@H](Cc2ccccc2)C(=O)N2CCC[C@@H]2C(=O)O)cc1
→ -17	0.1	-8	-7	0.3	-12	2	0
> CCN(CC)CCn1c(=N)n(CC(O)c2ccco2)c2ccccc21 (stereo unspecified)
→ 1	-0.3	29	10	0.1	nt	7	nt
> CC(C)(C)S(=O)N1Cc2cc(C(=O)N[C@@H]3CCN(Cc4ccccc4)C3)nc(-c3cccc(-c4cc5ccccc5o4)c3)c2[C@@H]1CCO (stereo partly specified)
→ -14	19	-113	-25	0.0	8	-7	-2
> O=C(CCn1c(=S)[nH]c2cc3c(cc2c1=O)OCO3)NCc1cccc(Cl)c1
→ -5	nt	-4	2	0.0	1	8	-1
> O=C(COC(=O)c1cc(S(=O)(=O)N2CCOCC2)ccc1Cl)Nc1ccc(Cl)cn1
→ 6	3.6	-34	0	0.1	-2	-3	-2
> Cc1cc(C)cc(N=Cc2c(O)c3ccccc3oc2=O)c1
→ -5	nt	-20	-4	0.0	nt	nt	nt
> CC(=O)Nc1cc(-c2cccc(C(=O)NCCO)c2)cn2c(-c3ccc(F)c(Cl)c3)cnc12
→ -2	-0.1	-7	12	0.2	4	0	-2
> CC(=O)NCCOC(=O)c1nn(Cc2ccccc2)c(=O)c2ccccc12
→ -5	nt	-25	9	0.1	5	1	0
> CCCCCCCCN1[C@@H](CC(=O)OCC)c2cc(F)ccc2S1(=O)=O
→ -5	-0.2	-4	-3	-0.1	-8	12	-7
> C/C(=N\Nc1ccc(S(=O)(=O)N2CCCCC2)cn1)c1ccc(O)cc1
→ -2	0.2	-6	13	-0.1	9	-1	10
> COc1ccc(-c2ccc(C3[C@@H]4CN(C(=O)Nc5ccccc5F)C[C@H]3N4)cc2)cc1 (stereo partly specified)
→ 12	-0.1	38	-1	0.0	nt	15	nt
> CC(C)NC(=O)N(C)C[C@@H]1Oc2c(NS(=O)(=O)c3ccc(Cl)cc3)cccc2C(=O)N([C@@H](C)CO)C[C@H]1C
→ 5	nt	-5	-11	-0.8	6	-19	-5
> CC1CCN(Cc2nnnn2CCCC(=O)N(C)C2CCOC2)CC1 (stereo unspecified)
→ -5	nt	-12	-2	0.1	6	3	-9
> CCOc1ccc(CC(=O)N2CCN=C2SC)cc1
→ 2	2.7	-9	-2	0.2	nt	4	nt
> Nc1ccc(C(=O)O)cc1[N+](=O)[O-]
→ -6	0.9	-1	3	0.3	-10	1	0
> C/C(=N\NC(=O)CCCCCNC(=O)c1ccccc1)c1ccccc1O
→ 2	0.0	1	-2	0.0	nt	1	nt
> COC(=O)CCCCCCC(=O)Nc1ccc(C2OC(CSc3nc4ccccc4s3)CC(c3ccccc3)O2)cc1 (stereo unspecified)
→ -1	nt	13	11	nt	-3	nt	nt

From PubChem BioAssay
